Bioassay records as filed in PubChem.
HT1080-NT tox: kills 2HG-producing HT-1080-NT fibrosarcoma cells; 360,000 tested, 1.6% active; HT-1080-NT fibrosarcoma viability, CellTiter-Glo ATP luminescence, 48 h; AID 686970; Potency, µM (top dose mostly 46.1 µM), for inactives: at the highest dose activity, negative = less viability, usual class: cytotoxic;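 also: NT is the 2HG producing partner of a matched IDH1 knockdown line; potency is read from the fitted curve at half-maximal effect; 0% = DMSO-treated cells and -100% = media-only wells without cells; nearly all actives have a fitted effect of over 55% in size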
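Compounds were tested in concentration-response format on HT-1080-NT cells for 48 hours at 37 degrees C. Cell viability came from CellTiter-Glo luminescence; curves were classified by r2, response magnitude and activity.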
IL1B secr inh: blocks inflammasome-driven IL-1 beta release; THP-1 LPS/ATP IL-1B secretion, AlphaLISA, 16 h; active compounds read low; activity change, % at 57.5 µM; 360,000 tested, 4.7% active; in the data active = activity change below about -50%; inconclusive = mostly about -30% to -49%; also: % is scaled to controls: 0 for no effect and ±100 for the full control effect
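Secreted IL-1B measured by AlphaLISA bead assay after 16 h compound exposure of THP-1 cells; compounds (final up to 57.5 uM) added 1 h before LPS (250 ng/mL) and ATP (1.25 mM) stimulation; lower signal means less secretion.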
HT1080 IDH1KD tx: toxicity to HT-1080 IDH1 knockdown cells (counter line) | HT-1080 IDH1 knockdown viability, ATP luminescence, 48 h | Potency, µM (series often up to 46.1 µM), for the others: at the highest dose activity, negative = toxicity, most hits filed as cytotoxic | 360,000 tested, 2% active | AID 686971;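 also: potency is read from the fitted curve at half-maximal effect; 0% = DMSO wells and -100% = cell-free medium wells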
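Viability of IDH1-knockdown HT-1080 fibrosarcoma cells was assessed by CellTiter-Glo after 48 h at 37 °C with titrated compound; concentration-effect curves were classified by fit quality and response size.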
KB-V1 MDR tox: KB-V1 MDR subline cytotoxicity. 400,000 tested, 3.4% active. Potency, µM (titrated, usually from 46.1 µM), inactives show at the highest dose activity change, negative = cytotoxicity, hits mostly cytotoxic. KB-V1 MDR cells viability, CellTiter-Glo, 72 h; also: potency is read from the fitted curve at half-maximal effect; % is scaled to controls: 0 for no effect and ±100 for the full control effect; nearly all actives have a fitted effect of over 60% in size
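Potencies derive from concentration-effect curves fitted to normalized luminescence (CellTiter-Glo) of KB-V1 cells treated for 72 h at 37 degrees C in phenol-red-free DMEM containing 10% FBS.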
SW480 rerep: inducers of DNA re-replication in SW480 colon cancer cells; Potency, µM (top dose mostly 46.1 µM), for inactives: at the top dose re-replication activation, actives largely listed as activators; SW480 DNA re-replication, Hoechst DNA content imaging, 48 h; 340,000 tested, 1.8% active; also: potency is read from the fitted curve at half-maximal effect; % of control where 0% means no effect; nearly all actives have a fitted effect of over 55% in size
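Cells (250 per well) received 23 nL compound or DMSO by pin tool and were kept 48 hr at 37 C, 5% CO2. Nuclei were then stained with Hoechst for 40 min and scanned for DNA content.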
WRN inhibitor: inhibitors of human WRN helicase. Potency, µM (highest dose often 114 µM), without a hit: top-dose activity change, negative = inhibition, hits mostly inhibitors. Q14191. 360,000 tested, 0.46% active. AID 651768. WRN helicase unwinding, fluorescent forked duplex, kinetic; also: potency is read from the fitted curve at half-maximal effect; % is scaled to controls: 0 for no effect and ±100 for the full control effect; nearly all actives have a fitted effect of over 55% in size
Target sequence (Q14191 whole entry, looked up): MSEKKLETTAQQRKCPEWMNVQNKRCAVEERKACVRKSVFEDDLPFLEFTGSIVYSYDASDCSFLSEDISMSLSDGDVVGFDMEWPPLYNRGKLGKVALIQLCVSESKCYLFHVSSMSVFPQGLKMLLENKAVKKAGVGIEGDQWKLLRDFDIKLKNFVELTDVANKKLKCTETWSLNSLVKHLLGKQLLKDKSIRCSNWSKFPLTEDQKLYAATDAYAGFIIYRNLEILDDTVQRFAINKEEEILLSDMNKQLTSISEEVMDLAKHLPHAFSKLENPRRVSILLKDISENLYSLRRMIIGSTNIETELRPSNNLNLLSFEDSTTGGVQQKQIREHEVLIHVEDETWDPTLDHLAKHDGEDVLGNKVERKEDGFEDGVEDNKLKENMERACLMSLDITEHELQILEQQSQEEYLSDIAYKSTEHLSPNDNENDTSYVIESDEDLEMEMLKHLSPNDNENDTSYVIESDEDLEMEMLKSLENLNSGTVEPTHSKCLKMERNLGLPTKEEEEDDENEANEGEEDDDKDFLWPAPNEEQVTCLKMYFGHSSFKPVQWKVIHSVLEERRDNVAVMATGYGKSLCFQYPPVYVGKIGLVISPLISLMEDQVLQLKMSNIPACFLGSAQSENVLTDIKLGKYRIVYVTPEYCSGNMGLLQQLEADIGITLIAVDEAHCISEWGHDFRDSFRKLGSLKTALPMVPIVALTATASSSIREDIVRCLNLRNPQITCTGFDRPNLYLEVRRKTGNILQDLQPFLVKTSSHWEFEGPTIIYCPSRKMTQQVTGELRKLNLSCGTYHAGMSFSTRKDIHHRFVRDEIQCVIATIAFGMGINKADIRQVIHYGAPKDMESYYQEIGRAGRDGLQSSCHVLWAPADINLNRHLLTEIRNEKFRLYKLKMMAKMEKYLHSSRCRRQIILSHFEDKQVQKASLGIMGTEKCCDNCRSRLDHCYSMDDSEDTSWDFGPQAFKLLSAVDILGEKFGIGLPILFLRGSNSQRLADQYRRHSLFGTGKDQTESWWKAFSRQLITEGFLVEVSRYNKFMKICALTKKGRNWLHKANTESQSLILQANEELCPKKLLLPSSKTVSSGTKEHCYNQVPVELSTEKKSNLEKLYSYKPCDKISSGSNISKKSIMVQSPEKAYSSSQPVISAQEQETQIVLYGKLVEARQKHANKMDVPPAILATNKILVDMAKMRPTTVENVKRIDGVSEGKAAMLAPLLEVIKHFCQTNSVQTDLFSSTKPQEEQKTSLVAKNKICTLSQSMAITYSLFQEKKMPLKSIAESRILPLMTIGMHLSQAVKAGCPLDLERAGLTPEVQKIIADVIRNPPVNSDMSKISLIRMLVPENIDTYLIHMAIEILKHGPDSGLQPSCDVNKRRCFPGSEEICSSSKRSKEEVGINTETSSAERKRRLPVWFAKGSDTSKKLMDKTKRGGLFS
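WRN at 20 nM final was preincubated with compound for 15 min at room temperature; reaction started with 100 nM forked duplex oligonucleotide carrying fluorophore and quencher plus 2 mM ATP (final). Unwinding followed kinetically by red fluorescence (ex 525/em 598 nm).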
ATXN2 expr inh: reduces ATXN2 reporter expression in HEK-293 cells; HEK-293 ATXN2-luciferase reporter, luminescence, 24 h; Potency, µM (series often up to 57 µM), for the others: top-dose activity change, negative = inhibition, actives largely listed as inhibitors; 360,000 tested, 0.72% active; also: potency is read from the fitted curve at half-maximal effect; % is scaled to controls: 0 for no effect and ±100 for the full control effect; nearly all actives have a fitted effect of over 55% in size
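ATXN2-luciferase reporter cells (luciferase flanked by upstream and downstream ATXN2 gene portions) were treated 24 h at 37 °C with compounds at up to 57 uM. SteadyGlo luminescence gave expression; GF-AFC fluorescence gave viability.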
KB-3-1 tox: KB-3-1 parental cell cytotoxicity; KB-3-1 viability, CellTiter-Glo ATP luminescence, 72 h; Potency, µM (titrated, usually from 46.1 µM), without a hit: at the highest dose activity change, negative = cytotoxic, hits mostly cytotoxic; 400,000 tested, 1.4% active; also: potency is read from the fitted curve at half-maximal effect; % is scaled to controls: 0 for no effect and ±100 for the full control effect; nearly all actives have a fitted effect of over 60% in size
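Cells are dispensed, compounds pinned in, plates held at 37 °C for 72 h, then CellTiter-Glo is added and luminescence read after 10 minutes. Cell line: parental KB-3-1 in phenol-red-free DMEM, 10% FBS.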
MCF10A rereplic: inducers of DNA re-replication in MCF 10A breast cells | MCF 10A DNA re-replication, Hoechst nuclear intensity, 48 h | Potency, µM (titrated, usually from 46.1 µM), for inactives: at the highest dose activity, positive = re-replication, hits mostly activators | 350,000 tested, 2.9% active | AID 624296; also: potency is read from the fitted curve at half-maximal effect; % of control where 0% means no effect; nearly all actives have a fitted effect of over 50% in size
Starred values were filed as active, the others as inactive; ? = inconclusive; · = no result given; [ ] = another dose, or the depositor's remark. Unless noted, calls follow the shape of the dose curve; as a rule, active = well fitted curve in the direction sought with a large enough effect; inconclusive = small, poorly fitted or top-dose-only effect, or another doubt; inactive = no such curve, though single readings can be large; an effect the other way counts as inactive or inconclusive.

#1 COc1ccc(C(=O)CSC#N)cc1OC
#2 O=C(COC(=O)/C=C/c1ccc(OC(F)F)cc1)NC(=O)NCc1ccccc1
#3 COc1ccc(-n2nc(C(=O)NCC(=O)N3CCC(C)CC3)c3ccccc3c2=O)cc1
#4 O=c1c2ccccc2oc2cc(C#CC3(O)CCCCC3)ccc12
#5 CCN(CC(=O)Nc1c(F)cccc1F)C(=O)Cc1ccc(OC)c(S(=O)(=O)N2CCOCC2)c1
#6 O=C(NCCc1cccnc1)c1cc(COc2ccc(F)cc2F)on1
#7 CC1=CSC2=NS(=O)(=O)CCN12
#8 C#Cc1ccc([C@@H]2C=C(C(=O)NCc3ccccc3)O[C@H](OCc3ccc(CO)cc3)C2)cc1
#9 CCc1nccn1CCC(=O)N1CCCC(N2CCN(c3cccc(Cl)c3)CC2)C1 (configuration not stated)
#10 O=C(Cn1ccccc1=S)c1ccc(Cl)c(Cl)c1

screen / no.	1	2	3	4	5	6	7	8	9	10
HT1080-NT tox	?	-3%	-2%	31%	3%	?	-1%	-2%	14%	-3%
IL1B secr inh	?	-2	?	-20	1	-3	2	-29	13	-81*
HT1080 IDH1KD tx	21µM*	-3%	-1%	-1%	6%	?	0%	-10%	21%	-1%
KB-V1 MDR tox	-20%	-3%	-27%	-1%	6%	-9%	11%	18%	-1%	-14%
SW480 rerep	?	-19%	4%	3%	-3%	0%	-9%	0%	-7%	?
WRN inhibitor	-9%	-2%	-1%	-10%	11%	7%	6%	-13%	1%	-13%
ATXN2 expr inh	0%	-15%	41%[activator]	?	3%	·	-3%	-2%	28%	-12%
KB-3-1 tox	-20%	-7%	6%	-2%	0%	0%	9%	-2%	3%	0%
MCF10A rereplic	?	15%	-4%	21µM*	2%	-7%	-7%	?	8%	16%

Compound profiles, as listed above:
Profile of `CC1=CSC2=NS(=O)(=O)CCN12` : HT1080-NT tox: -1%; IL1B secr inh: 2; HT1080 IDH1KD tx: 0%; KB-V1 MDR tox: 11%; SW480 rerep: -9%; WRN inhibitor: 6%; ATXN2 expr inh: -3%; KB-3-1 tox: 9%; MCF10A rereplic: -7%
Profile of `COc1ccc(-n2nc(C(=O)NCC(=O)N3CCC(C)CC3)c3ccccc3c2=O)cc1` : HT1080-NT tox: -2%; IL1B secr inh: ?; HT1080 IDH1KD tx: -1%; KB-V1 MDR tox: -27%; SW480 rerep: 4%; WRN inhibitor: -1%; ATXN2 expr inh: 41%[activator]; KB-3-1 tox: 6%; MCF10A rereplic: -4%

Additional structures:
#11 O=c1c2ccccc2nnn1CSc1ccccc1F
#12 CC(C)c1ccc(N2CCN(C(=O)c3ccccc3NC(=O)/C=C\C(=O)O)CC2)cc1
#13 O=C(COC(=O)CN1C(=O)C2CCCCC2C1=O)Nc1c(Cl)cccc1Cl (configuration not stated)
#14 O=P(Cc1ccncc1)(c1ccccc1)c1ccccc1
#15 CCOC(=O)C1CCN(C(=O)c2c(C)oc3c2C(=O)c2ccccc2C3=O)CC1
#16 CCCn1c(SCC(=O)NNC(=O)c2ccc(C)cc2)nnc1C(C)C
#17 CCOC(=O)c1cnc2c(C#N)cnn2c1N
#18 Cn1c(=O)c2ncn(CC(=O)NCCOCc3ccccc3Cl)c2n(C)c1=O
#19 CCC(=O)N1c2ccc(S(=O)(=O)NCc3ccccc3)cc2CC1C (configuration not stated)
#20 COc1ccc(NC(=O)CCC(=O)N(Cc2ccc(OC)c(OC)c2)c2nccs2)c(OC)c1

screen / no.	11	12	13	14	15	16	17	18	19	20
HT1080-NT tox	8%	-2%	1%[9.24 µM]	12%	-6%	14%	0%	1%	-1%	6%
IL1B secr inh	7	2	15	15	-76*	7	35	25	0	1
HT1080 IDH1KD tx	14%	2%[9.24 µM]	4%	17%	-15%	12%	-1%	7%	-2%	0%
KB-V1 MDR tox	?	3%	?	8%	18µM*	5%	6%	0%	-6%	7%
SW480 rerep	-4%	-4%	-8%	2%	12µM*	-5%	-4%	-4%	-10%	-53%[inhibitor]
WRN inhibitor	10%	1%	4%	2%	4%	-2%	-9%	?	-1%[57.1 µM]	4%
ATXN2 expr inh	31%[activator]	5%	9%	-2%	?	-6%	-3%	1%	8%	8%
KB-3-1 tox	4%	16%	-2%	12%	?	9%	20%	5%	?	0%
MCF10A rereplic	24%	6%	-2%	-1%	?	-2%	7%	-7%	-1%	-1%

#21 N#CCC(=O)Nc1ccc(C(=O)OCC(=O)C23CC4CC(CC(C4)C2)C3)cc1
#22 Cc1ncc([N+](=O)[O-])n1CC(=O)Nc1ccccc1F
#23 CCC(=O)N1CCc2cc(S(=O)(=O)CCC(=O)NCc3ccco3)ccc21
#24 CC(=O)Nc1ccc(N2C(=O)CC(N3CCSCC3)C2=O)cc1 (configuration not stated)
#25 COc1ccc([C@H]2CC(=O)C=C(c3ccc(Cl)cc3C)C2)cc1
#26 COc1cccc(-c2ccc3ncnc(NCc4ccc5c(c4)OCO5)c3c2)c1
#27 Cc1ccc(S(=O)(=O)N2[C@H](CC(=O)c3cccc4ccccc34)OC[C@@H]2C(C)C)cc1
#28 COc1ccc(-n2ncc3c2CC(C)(C)CC3NC(=O)CCc2c(C)nn(C)c2C)cc1 (configuration not stated)
#29 COCCn1c(SCC(=O)Nc2cccc(S(N)(=O)=O)c2)nc2cc(Cl)ccc2c1=O
#30 CCOc1ccccc1C(=O)NCC(=O)NCCSc1ccc(Br)cc1

screen / no.	21	22	23	24	25	26	27	28	29	30
HT1080-NT tox	-3%	20%	-24%	0%	5%	·	-2%	3%	-9%	-4%
IL1B secr inh	15	-5	32	0	5	·	-5	9	-68*	-28
HT1080 IDH1KD tx	0%	11%	?	-5%	0%	·	-2%	7%	-23%	-7%
KB-V1 MDR tox	-19%	8%	0%	-1%	?	-20%	?	-14%	-21%	-16%
SW480 rerep	-5%	-5%	?	-7%	?	-31%[inhibitor][9.22 µM]	·	-15%	?	-65%[inhibitor]
WRN inhibitor	10%	-3%	-12%	1%	-7%	·	-6%	5%	?	4%
ATXN2 expr inh	0%	1%	2%	-1%	-4%	36%	·	-1%	-15%[11.3 µM]	?
KB-3-1 tox	2%	27%	?	18%	?	-10%	-6%	6%	6%	-1%
MCF10A rereplic	4%	1%	8.2µM*	2%	18µM*	16µM*	·	10%	?	17%

#31 O=C(CC1SC(=Nc2ccc(OC(F)F)cc2)N(CCC2=CCCCC2)C1=O)Nc1ccccc1F (configuration not stated)
#32 CC(=O)c1c(N2CCN(Cc3ccccc3)CC2)[nH]c(-c2ccccc2)nc1=S
#33 C=CCn1c(-c2ccc(OC)cc2)nc2ccccc21
#34 Cc1cc(C)c(S(=O)(=O)Nc2ccccc2)c(C)c1
#35 Cc1ccc(Nc2ccc([N+](=O)[O-])cn2)cc1Cl
#36 CC(C)N(C(=O)[C@H]1C[C@H](CC(=O)NCCCN(C)C)C(=O)N2CCc3c([nH]c4cc(CCC(=O)N(C)C)ccc34)[C@]12C)C(C)C
#37 CN(C)c1ccc(C(=O)c2ccccc2)cc1
#38 CN(C)S(=O)(=O)c1ccc(NC(=O)c2ccc(Br)o2)cc1
#39 CCOC(=O)C[n+]1ccc2c([nH]c3ccccc32)c1C
#40 COc1cccc(-c2nnc(NC(=O)c3cccs3)s2)c1

screen / no.	31	32	33	34	35	36	37	38	39	40
HT1080-NT tox	-10%	0%	-18%	1%	-14%	14%	0%	-6%[9.24 µM]	1%	?
IL1B secr inh	-13	4	-7	7	?	15	-10	0	4	-8
HT1080 IDH1KD tx	-23%	0%	-15%	-7%	-5%	10%	0%	5%	3%	12%
KB-V1 MDR tox	?	?	-2%	18µM*	?	-8%	-5%	-12%	13%	-21%
SW480 rerep	?	-22%	-4%[9.22 µM]	4%	-4%	-2%	-7%	-5%	-6%	-2%
WRN inhibitor	-11%	3%	2%	-4%	-1%	-5%	-4%	0%	-18%	8%
ATXN2 expr inh	-10%	·	26%	-2%	29%	10%	47%[activator]	21%	-3%	23%
KB-3-1 tox	-8%	-3%	-10%	-20%	-13%	-13%	1%	-5%	3%	23%
MCF10A rereplic	?	12%	5%	9%	12%	?	328%[0.0737 µM]	-14%	-8%	-4%

#41 COc1ccc(C2Nc3ccccc3C(=O)N2c2ccc(F)cc2)cc1Cn1nnc2ccccc21 (configuration not stated)
#42 CCOC(=O)c1sc2nc(C)nc(SCC(=O)NC3CCS(=O)(=O)C3)c2c1C (configuration not stated)
#43 O=C(CSc1nnc(-c2ccncc2)n1-c1ccc(F)cc1)NNC(=O)c1cccc(O)c1
#44 Cc1nn(-c2ccccn2)c2c1C(c1ccsc1)C1=C(CCCC1=O)N2 (configuration not stated)
#45 Cc1ccc(S(=O)(=O)N(C)C)cc1NC(=O)C(C)OC(=O)C1CCCCC1 (configuration not stated)
#46 Cc1ccc2c(c1)-c1c(ssc1=S)C(C)(C)N2C(=O)CSC1=NCCS1
#47 CCCOc1ccc(-c2c(=O)n(O)c3ccccc3[n+]2[O-])cc1

screen / no.	41	42	43	44	45	46	47
HT1080-NT tox	-9%	0%	-15%	13%	-10%	-3%	11%
IL1B secr inh	-13	-6	-15	-14	18	-66*	-17
HT1080 IDH1KD tx	-1%	-9%	-7%	1%	2%	-2%	16%
KB-V1 MDR tox	-7%	-8%	-9%	3.7µM*	6%	7.3µM*	-2%
SW480 rerep	1%	6%	0%	?	-10%	11%	-70%[inhibitor][1.84 µM]
WRN inhibitor	-1%	0%	-19%[57.1 µM]	-8%	-21%	-4%	2%[57.1 µM]
ATXN2 expr inh	13%	·	-6%	0%	4%	-15%	11%
KB-3-1 tox	-11%	1%	21%	?	0%	-25%	5%
MCF10A rereplic	?	20%	0%	28%	4%	18%	?
